# Bioassay records: PubChem BioAssay, Broad Institute
# ERAP1 inh = human ERAP1 aminopeptidase inhibitors, primary screen, biochemical, single point, plate reader; recombinant ERAP1, Leu-AMC fluorescence, 60 min; inhibition, % at 10.7 µM; Endoplasmic reticulum aminopeptidase 1 (Homo sapiens), Q9NZ08; 340,000 compounds, 0.15% hits;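 active = mean replicate inhibition of at least 30%, or all replicates individually reaching that 30% level; inactive = mean below 30% and not every replicate reaching it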;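 note: 0% = neutral control wells and 100% = L-leucinethiol positive control wells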
# Target sequence (Q9NZ08 whole entry, looked up): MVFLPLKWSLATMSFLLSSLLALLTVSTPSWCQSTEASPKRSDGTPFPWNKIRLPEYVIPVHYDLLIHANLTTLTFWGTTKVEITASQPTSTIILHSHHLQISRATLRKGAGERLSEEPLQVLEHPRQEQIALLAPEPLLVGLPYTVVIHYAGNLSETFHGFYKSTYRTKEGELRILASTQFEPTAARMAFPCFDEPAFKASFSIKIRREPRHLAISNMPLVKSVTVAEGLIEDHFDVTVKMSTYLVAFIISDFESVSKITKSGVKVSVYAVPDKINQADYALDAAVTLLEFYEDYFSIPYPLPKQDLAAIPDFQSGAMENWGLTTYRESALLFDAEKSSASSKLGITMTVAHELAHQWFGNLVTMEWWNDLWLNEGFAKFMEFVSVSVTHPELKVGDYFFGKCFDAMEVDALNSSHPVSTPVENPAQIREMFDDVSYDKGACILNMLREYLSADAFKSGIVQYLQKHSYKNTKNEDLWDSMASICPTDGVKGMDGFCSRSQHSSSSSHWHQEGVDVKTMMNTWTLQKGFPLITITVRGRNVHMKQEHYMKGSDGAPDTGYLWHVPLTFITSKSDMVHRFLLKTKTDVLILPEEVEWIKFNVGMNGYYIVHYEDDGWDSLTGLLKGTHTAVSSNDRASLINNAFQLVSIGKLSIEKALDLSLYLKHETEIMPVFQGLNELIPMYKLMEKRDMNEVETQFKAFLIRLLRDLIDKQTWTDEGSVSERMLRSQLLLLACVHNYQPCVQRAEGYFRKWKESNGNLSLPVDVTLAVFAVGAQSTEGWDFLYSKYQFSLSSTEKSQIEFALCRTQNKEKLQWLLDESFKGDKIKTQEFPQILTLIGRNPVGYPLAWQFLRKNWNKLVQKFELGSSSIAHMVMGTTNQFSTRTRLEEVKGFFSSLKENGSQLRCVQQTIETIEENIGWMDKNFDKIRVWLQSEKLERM
# DENV2 CPE = inhibitors of DENV2 cytopathic effect, primary screen, cell-based, plate reader, single concentration; DENV2-infected cells, cytopathic effect rescue; CPE inhibition, % at 9.99 µM; 350,000 compounds, 1.7% hits; AID 651640, 2012; in the data active = CPE inhibition above about 20%, passing the limit was not always enough; inconclusive = no clear call, values can overlap the other calls; tested in BHK-21 cells;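 note: 0% = median of neutral control wells and 100% = median of positive control wells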
# F508del corr = F508del CFTR correction, initial screen, CFBE line, single point; CFBE cells, YFP halide quenching; stimulated with forskolin plus potentiator P3; % fluorescence drop versus neutral controls; activity (quench increase), % at 7.58 µM; 350,000 compounds, 0.36% hits; AID 720511, 2013;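 active = mean added fluorescence quench of at least 8% versus neutral control, with both replicates also reaching 8%; inconclusive = only one of the mean or replicate conditions met; inactive = mean below 8% and not both replicates reaching 8%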;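 note: cells transiently co-express mutant CFTR-F508del with the halide-sensitive YFP; corrector assay measuring rescue of mutant channel to the surface after 24 h compound exposure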
# ERp5 block = inhibitors of ERp5-driven insulin aggregation, primary screen, biochemical, turbidity, absorbance 650 nm, single point. 350,000 compounds, 0.05% hits. 90 min. inhibition, % at 9.99 µM. Protein disulfide-isomerase A6 (Homo sapiens), Q15084. AID 651711, 2012;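 active = mean replicate inhibition above about 25%, with every replicate also reaching it, limit read from the data, passing the limit was not always enough; inconclusive = only one of those two criteria met; inactive = neither criterion met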
# CASP6 VEID inh = human caspase-6 inhibitors, primary screen, biochemical, VEID-R110 fluorescence, single point, set 2. purified caspase-6, Z-VEID-R110 cleavage fluorescence. inhibition, % at 12.5 µM. 350,000 compounds, 0.53% hits;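 active = mean inhibition across replicates at least about 35%, with every replicate also reaching that limit, limit read from the data; inconclusive = only one of the two criteria met; inactive = neither criterion met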;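 note: 0% = median of neutral control wells and 100% = no fluorescence left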
# miR-122 sensor = miR-122 Renilla sensor signal increase in Huh7, primary screen, miR-122 inhibitor project, cell-based, single point, plate reader; Huh7 miR-122 Renilla luciferase sensor, 48 h; neutral wells = 0, positive control = 100; activation (reporter increase), % at 12.5 µM; 340,000 compounds, 0.3% hits;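 active = mean replicate activation score at least 90 and every replicate individually at or above 90; inconclusive = only one of the two criteria met; inactive = neither criterion met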;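 note: higher luciferase means less miR-122 activity so hits act as miR-122 inhibitors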
# SIRT5 block = SIRT5 desuccinylase inhibitors, primary screen, biochemical, fluorescence imaging, single point, set 5. NAD-dependent protein deacylase sirtuin-5, mitochondrial (Homo sapiens), Q9NXA8. Purified SirT5, succinyl-peptide AMC, trypsin-coupled fluorescence. inhibition, % at 15 µM. 330,000 compounds, 1.1% hits; in the data active = inhibition above about 15%; inconclusive = no clear call, values can overlap the other calls
# * hit, by the source's call; ? = inconclusive; . = not tested or not shown; [ ] = remark or other dose.
compound	ERAP1 inh	DENV2 CPE	F508del corr	ERp5 block	CASP6 VEID inh	miR-122 sensor	SIRT5 block
CCOC(=O)Cn1c(=NC(=O)C2COc3ccccc3O2)sc2cc(S(N)(=O)=O)ccc21 (stereo not given)	0	9	4.6	7	-4	-3	-2
Cc1ccccc1OCCC(=O)OCC(=O)NC1CCS(=O)(=O)C1 (stereo not given)	-5	-5	-3.6	1	0	-11	-2
O=C(NCC1CCCO1)c1ccc(Cl)c(NS(=O)(=O)c2ccc(F)cc2)c1 (stereo not given)	-2	3	-1.7	7	1	2	.
COCC(=O)Nc1ccc2c(c1)[C@@H]1C[C@@H](CC(=O)NCc3ccccc3F)O[C@@H](CO)[C@@H]1O2	-5	11	-2.0	0	4	2[16.7 µM]	-1
O=C(Cc1ccncc1)NCC[C@H]1CC[C@H](NC(=O)C2CCCC2)[C@@H](CO)O1	-1	6	0.9	1	-2	-5[16.7 µM]	5
OC1(CC#CCN2CCCCC2)c2ccccc2-c2ccccc21	-7	-2	-2.7	3	5	.	1
COc1ccc(NC(=O)N[C@H]2CC[C@@H](CCNC(=O)c3cc(Cl)cc(Cl)c3)O[C@H]2CO)cc1	3	-1	-0.5	6	1	.	1
COc1ccc(/C=C(/NC(=O)/C=C/c2ccccc2)C(=O)O)cc1	8	1	-1.1	2	7	.	1
CC(Oc1ccc(F)cc1)C(=O)Nc1cc(S(=O)(=O)N2CCCCC2)ccc1N1CCOCC1 (stereo not given)	6	-8	-2.6	4	-5	.	0
Cc1ccc(S(=O)(=O)N(C)C)cc1NC(=O)CSc1nc2ccccc2c(=O)n1CC1CCCO1 (stereo not given)	-3	19	3.3	0	3	-2	2
COc1ccc(CNc2ncnc3ccccc23)cc1	-1	-2	1.2	1	10	-2	-6
CC(=O)N=C1C=CC(=CN(O)C(C)(C)Cc2ccccc2)C=C1	-1	-15	1.1	-3	-7	.	1
COc1cc(C(=O)OCC(=O)N2CCC(C)CC2)cc2c1OCCO2	1	-4	0.1	-1	3	.	1
COc1ccc(Oc2cn[nH]c2-c2ccc(OCC(=O)NN)cc2O)cc1	6	10	-1.0	3	1	.	-1
C[C@H]1CN([C@@H](C)CO)C(=O)Cc2cc(NC(=O)Nc3ccc4c(c3)OCO4)ccc2O[C@@H]1CN(C)C(=O)Nc1ccc(C(F)(F)F)cc1	6	-5	-2.5	8	-1	-2[16.7 µM]	9
C/C=C/c1ccccc1[C@H]1[C@@H](C#N)N(c2nc(CC)cs2)[C@H]1CO	-5	1	-2.0	7	1	.	-4
COC(=O)c1ccccc1NC(=O)COC(=O)/C=C/c1cccs1	0	-1	0.6	-3	0	2	.
COCC(=O)N(C[C@@H]1N[C@@H](CO)[C@@H]1c1ccc(-c2cccnc2)cc1)C(C)C	2	1	-1.9	0	1	6[16.7 µM]	2
O=S(=O)(Cc1ccccc1)C(c1ccccc1)S(=O)(=O)Cc1ccccc1	-1	?	-0.4	-1	-2	.	-2
CC(C)NC(=O)N(C)C[C@H]1Oc2ncc(-c3ccccc3F)cc2C(=O)N([C@H](C)CO)C[C@@H]1C	1	1	1.8	1	1	4[16.7 µM]	-1
COc1ccc(CCNC(=O)Cc2ccc(NS(=O)(=O)c3ccc(F)cc3)cc2)cc1OC	2	14	-2.2	-1	2	-4	-1

# Not a retest: twelve of the compounds above.
compound	ERAP1 inh	DENV2 CPE	F508del corr	ERp5 block	CASP6 VEID inh	miR-122 sensor	SIRT5 block
COc1ccc(NC(=O)N[C@H]2CC[C@@H](CCNC(=O)c3cc(Cl)cc(Cl)c3)O[C@H]2CO)cc1	3	-1	-0.5	6	1	.	1
COc1ccc(/C=C(/NC(=O)/C=C/c2ccccc2)C(=O)O)cc1	8	1	-1.1	2	7	.	1
CC(Oc1ccc(F)cc1)C(=O)Nc1cc(S(=O)(=O)N2CCCCC2)ccc1N1CCOCC1 (stereo not given)	6	-8	-2.6	4	-5	.	0
Cc1ccc(S(=O)(=O)N(C)C)cc1NC(=O)CSc1nc2ccccc2c(=O)n1CC1CCCO1 (stereo not given)	-3	19	3.3	0	3	-2	2
COc1ccc(CNc2ncnc3ccccc23)cc1	-1	-2	1.2	1	10	-2	-6
CC(=O)N=C1C=CC(=CN(O)C(C)(C)Cc2ccccc2)C=C1	-1	-15	1.1	-3	-7	.	1
COc1cc(C(=O)OCC(=O)N2CCC(C)CC2)cc2c1OCCO2	1	-4	0.1	-1	3	.	1
COc1ccc(Oc2cn[nH]c2-c2ccc(OCC(=O)NN)cc2O)cc1	6	10	-1.0	3	1	.	-1
C[C@H]1CN([C@@H](C)CO)C(=O)Cc2cc(NC(=O)Nc3ccc4c(c3)OCO4)ccc2O[C@@H]1CN(C)C(=O)Nc1ccc(C(F)(F)F)cc1	6	-5	-2.5	8	-1	-2[16.7 µM]	9
C/C=C/c1ccccc1[C@H]1[C@@H](C#N)N(c2nc(CC)cs2)[C@H]1CO	-5	1	-2.0	7	1	.	-4
COC(=O)c1ccccc1NC(=O)COC(=O)/C=C/c1cccs1	0	-1	0.6	-3	0	2	.
COCC(=O)N(C[C@@H]1N[C@@H](CO)[C@@H]1c1ccc(-c2cccnc2)cc1)C(C)C	2	1	-1.9	0	1	6[16.7 µM]	2

# Random excerpt: 2 compounds from above
compound	ERAP1 inh	DENV2 CPE	F508del corr	ERp5 block	CASP6 VEID inh	miR-122 sensor	SIRT5 block
CC(C)NC(=O)N(C)C[C@H]1Oc2ncc(-c3ccccc3F)cc2C(=O)N([C@H](C)CO)C[C@@H]1C	1	1	1.8	1	1	4[16.7 µM]	-1
O=S(=O)(Cc1ccccc1)C(c1ccccc1)S(=O)(=O)Cc1ccccc1	-1	?	-0.4	-1	-2	.	-2
